# Screening data as filed in PubChem BioAssay.
# Lipid storage S3: qHTS Assay for Lipid Storage Modulators in Drosophila S3 Cells | AID 2685 | hit rate 0.64% among 320,000 | Drosophila S3 cells, BODIPY lipid droplet fluorescence, 18-24 h; cells fed with added oleic acid | lipid storage change, negative = inhibition, % at the top dose, mostly 46.1 µM; hits show Potency in µM; active = well fitted inhibition curve with a large enough effect in the signal ratio, with a control signal flat, not every such curve was filed as active; inconclusive = small, poorly fitted or top-dose-only effect, or effect the other way, or a change in a side signal; the % refers to the signal ratio
#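 Laser-scanning cytometry quantifies lipid droplet accumulation (500–530 nm total intensity; droplet/cell object ratio) in oleic acid-fed (400 uM added) Drosophila S3 cells treated with a concentration series. 20 uM Triacsin C defined 100% inhibition.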
# Lipid storage S3 cell count max: also measured in Lipid storage S3; calls as there; cell number change, %; measured here: cell count max response;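 cells counted by Cell Tracker Red CMTPX staining in the red channel; peak over a dose series mostly up to 46.1 µM; percent activity relative to internal control wells on each plate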
# Active calls of the source: *; i = inactive; ? = inconclusive; nt = not tested or not shown; [ ] = another dose, or the depositor's remark. % is scaled to controls: 0 for no effect and ±100 for the full control effect; potency is read from the fitted curve at half-maximal effect. An excerpt (hit frequency here may not be typical).
SMILES,Lipid storage S3,Lipid storage S3 cell count max
Cc1ccc(-c2noc(C3CCCN(C(=O)c4cccc([N+](=O)[O-])c4)C3)n2)o1 (stereo not given),?,nt
CCOC(=O)C1=C(C)N(c2ccc(C)cc2)C(=O)/C1=C\c1ccc(O)c(OC)c1,?,nt
COc1ccc(OC)c(NC(=O)CCNS(=O)(=O)c2ccc3c(c2)oc(=O)n3C)c1,18%,-14
O=C(COc1ccccc1)N=C1SC2CS(=O)(=O)CC2N1c1ccc(F)cc1F (stereo not given),?,nt
CSc1nc2ccc(S(=O)(=O)Nc3c(C)n(C)n(-c4ccccc4)c3=O)cc2s1,i,nt
Cc1ccn2c(c1)nc(=O)c1cc(S(=O)(=O)N3CCOCC3)ccc12,i,-2
N#Cc1ccc(N2CCCNCC2)nc1,0%,17
Cc1onc(-c2c(Cl)cccc2Cl)c1C(=O)Nc1nc(C(C)(C)C)cs1,-13%,-4
Cc1cc(C)n2c(SCCC(C)C)nnc2n1,i,7
CCn1cc(C(=O)NCC2COc3ccccc3O2)c2cc(OC)c(OC)cc2c1=O (stereo not given),-7%,3
COc1cccc(CN(C)CC(O)COC(c2ccccc2)c2ccccc2C)c1 (stereo not given),?,nt
CC1C(=O)Nc2ccccc2N1C(=O)c1ccc(F)cc1F (stereo not given),?,nt
CC(C)C(=O)Nc1nc(-c2ccc(S(=O)(=O)N3CCOCC3)cc2)cs1,5.2µM*,-32*
COC(=O)c1ccc(COC(=O)c2ccc(S(=O)(=O)N3CCC(C)CC3)cc2)o1,?,nt
COc1cc2c(cc1OC)CN(CC(=O)Nc1ccc(C)cc1)CC2,?,nt
CC(C)CNS(=O)(=O)c1cc(C(=O)N2CC(C)OC(C)C2)c(Cl)cc1Cl (stereo not given),?,nt
O=C(NC(=S)Nn1cnnc1)c1cccc(Br)c1,7%,14
Cc1ccc(CCCOC(=O)C[N+]2(C)CCCC2)cc1,9%,-15
CSc1nc2sc3c(c2c(=O)n1C1CCCCC1)CCN(C)C3,?,nt
CCOc1ccc(C(=O)CSc2nnc(N)s2)cc1,?,nt
Cc1sc2nc(CN3CCOCC3)nc(NS(=O)(=O)c3ccccc3)c2c1C,?,nt
COC(=O)N/N=C\c1ccc(-c2cc(Cl)c(Cl)cc2Cl)o1,?,nt
Cc1nn(C)cc1-c1n[nH]c(=S)n1-c1ccc(F)cc1,0%,0
Cc1ccc(S(=O)(=O)C2(C(=O)O)CCCC2)cc1C,?,nt
O=C(NCc1nc2ccccc2[nH]1)C1=C[C@@H](c2ccc(Br)cc2)C[C@@H](OCc2ccc(CO)cc2)O1,-9%,-2
# (next part)
SMILES,Lipid storage S3,Lipid storage S3 cell count max
CCCCc1c(C)nc2ccc(Br)cc2c1SCCC#N,-2%,-13
CCN(Cc1ccccc1)S(=O)(=O)c1csc(C(N)=O)c1,?,nt
CN1CCCN(C(=O)/C=C/c2ccc(Cl)cc2Cl)CC1,-20%,9
O=C(O)c1cc(-c2cc3ccccc3o2)nn1-c1ccccc1,?,nt
NC(=O)c1nsc(C(=O)N(Cc2ccccc2F)C(C(=O)NCC2CCCO2)c2ccc(F)cc2)c1N (stereo not given),?,nt
O=C(/C=C/c1ccco1)Nc1sc2c(c1C(=O)O)CCC2,14%,10
CCOC(=O)c1[nH]c2cc(OC)c(OC)cc2c1NC(=O)c1ccc2c(c1)OCO2,-19%,-6
C[C@@H]1NC(=O)/C(=C\c2ccccc2Cl)NC1=O,18%,nt
O=C(Nc1nnc(-c2ccccc2F)s1)Nc1ccccc1F,i,nt
O=C(NCCNC(=O)c1ccccc1Br)c1cccnc1,?,nt
Cc1cc(C(=O)Nc2cc(C(C)(C)C)on2)c(C)o1,5%,-4
Cc1cccc(C(=O)Nc2cc(=O)n(C)c(=O)n2C)c1,3%,0
CC1=C(C)CC2C(C1)C(=O)c1ccc(Br)cc1S2(=O)=O (stereo not given),6%,-7
O=C(CCNS(=O)(=O)c1cccc2nsnc12)NC1CCN(Cc2ccccc2)CC1,20%,nt
O=C(NC1CCCCCC1)c1cc(S(=O)(=O)N2CCC3(CC2)OCCO3)ccc1F,?,nt
COCC(C)n1c(C)cc(C(=O)COC(=O)CCc2nc3ccccc3c(=O)[nH]2)c1C (stereo not given),?,nt
O=C(CSc1nnnn1C1CCCCC1)NNC(=O)c1ccco1,i,-15
COc1ccc(C(C)=O)cc1COC(=O)c1ccc(S(=O)(=O)N2CCOCC2)cc1,i,12
O=Cc1c(Sc2ccccc2)nc2ccccn2c1=O,?,nt
COc1ccc(CC(=O)NCCC2=CCCCC2)cc1,?,nt
Cc1ccsc1-c1nc(CN2C[C@@H](C)O[C@@H](C)C2)c(C)o1,7%,14
CCCC(=O)NC(=S)Nc1cccc(NC(=O)c2ccccc2)c1,-9%,12
Cn1c(N)c(C(=O)Nc2c(Cl)cccc2Cl)sc1=S,-10%,-3
O=C(CNC(=O)c1ccc(Cl)cc1)OCC(=O)N1CCCC1,?,nt
Cc1cccc(NC(=O)CCNS(=O)(=O)c2ccc3[nH]c(=O)oc3c2)c1,i,-22

# Grouped by structure, the compounds so far with an NH in an aromatic ring.
SMILES,Lipid storage S3,Lipid storage S3 cell count max
Cc1nn(C)cc1-c1n[nH]c(=S)n1-c1ccc(F)cc1,0%,0
O=C(NCc1nc2ccccc2[nH]1)C1=C[C@@H](c2ccc(Br)cc2)C[C@@H](OCc2ccc(CO)cc2)O1,-9%,-2
CCOC(=O)c1[nH]c2cc(OC)c(OC)cc2c1NC(=O)c1ccc2c(c1)OCO2,-19%,-6
COCC(C)n1c(C)cc(C(=O)COC(=O)CCc2nc3ccccc3c(=O)[nH]2)c1C (stereo not given),?,nt
Cc1cccc(NC(=O)CCNS(=O)(=O)c2ccc3[nH]c(=O)oc3c2)c1,i,-22

# (next part)
SMILES,Lipid storage S3,Lipid storage S3 cell count max
O=C(CCSCCC(=O)Nc1c(F)c(F)c(F)c(F)c1F)Nc1c(F)c(F)c(F)c(F)c1F,?,nt
Cc1ccc(Cc2c(C)nc3nc(SCC(=O)NCCCN4CCCCCC4)nn3c2C)cc1,?,nt
O=C(NCCCCCCCCCNC(=O)C(F)(F)F)C(F)(F)F,-15%,-1
Cc1oc(-c2ccccc2Cl)nc1CS(=O)CC(=O)N1CCN(c2ccccc2)CC1 (stereo not given),-14%,-8
O=C(Nc1ccc(OC(=O)c2cccnc2)cc1)c1cccnc1,-14%,-12
Cc1ccc(NC(=O)CCCC(=O)OC(C)C(=O)c2ccccc2)cc1 (stereo not given),?,nt
COc1ccccc1Nc1nc(NCCO)nc(N)c1[N+](=O)[O-],9%,15
O=C(CCNC(=O)C1CCN(S(=O)(=O)c2ccccc2)CC1)NCCc1cccc(F)c1,i,-17
CC(C)S(=O)(=O)C1=NSC2=NC(=O)/C(=C\c3ccc(-c4ccccc4)o3)C(=N)N21,-19%,-7
O=C(NC1CCCCC1)NC1CCN(C(=S)NCc2ccco2)CC1,15%,-3
O=C(C1=NN[C@@H]2C(=O)N(c3ccccc3C(F)(F)F)C(=O)[C@H]12)c1ccc2ccccc2n1,1%,-5
O=C(O)Cn1c(=S)sc2ccccc21,?,nt
COc1ccc(-c2cn[nH]c2-c2ccc(OC)cc2O)cc1,?,nt
CCc1ccc(C(=O)NNC(=O)C2CSC3(C)CCC(=O)N23)cc1 (stereo not given),?,nt
O=C(Nc1ccc(N2CCN(C(=O)c3ccco3)CC2)cc1)c1cc(Br)ccc1Cl,?,nt
Cc1cc(C)n(C(=O)CNc2ccc(C)c(C)c2)n1,-1%,4
O=C(NCCS(=O)(=O)N1CCCCCC1)c1ccccc1,21%,16
CCOCCCNC(=O)C1CCN(C(=O)Nc2ccc(Cl)cc2)CC1,?,nt
O=C(CCc1nc(-c2ccccc2)no1)NCc1ccco1,18%,0
COc1ccc(N(C(=O)COc2ccc(F)cc2)S(=O)(=O)c2ccc(C)cc2)cc1,17%,-6
Cc1cccc(CNC(=O)Cn2ccc3cc(S(=O)(=O)N4CCCCCC4)ccc32)c1,?,nt
Fc1ccccc1CNCCC(Cc1ccccc1)c1ccc2c(c1)OCO2 (stereo not given),?,nt
Cc1cc(C)cc(C(=O)NC(CC(N)=O)c2ccc(NC3CCCCCCCCCCC3)c([N+](=O)[O-])c2)c1 (stereo not given),16%,1
CCOC(=O)C1CCN(C(=O)Cc2c(C(=O)O)[nH]c3ccccc23)CC1,?,nt
CCCc1c(C)nc(N2CCN(c3ccc(F)cc3)CC2)[nH]c1=O,?,nt
# More results
SMILES,Lipid storage S3,Lipid storage S3 cell count max
N/C(=N\OC(=O)Nc1ccc(Cl)cc1)c1ncc(C(F)(F)F)cc1Cl,?,nt
COc1ccccc1NC(=O)C(C)N(C)Cc1ccc(Cl)s1 (stereo not given),-22%,11
COc1ccccc1NC(=O)c1c(Br)cnn1C,?,nt
N#Cc1c(-n2cccc2C=O)sc2c1CCCC2,1%,nt
O=C(c1cccc([N+](=O)[O-])c1)N1CCN(c2cccc(Cl)c2)CC1,20%,nt
Cc1[nH]n(-c2ccccc2)c(=S)c1C=Nc1cccc([N+](=O)[O-])c1,?,nt
O=c1cc(-c2ccccc2)nc2n1Cc1ccccc1-2,?,nt
Cc1ccc(C(=O)NCCCNC(=O)c2ccc(C)nc2)cc1,?,nt
COc1ccc(Nc2c(-c3ccco3)nc3cccc(C)n23)cc1,1%,-1
CC1(C)C2CCC1(CS(=O)(=O)NC1CCCC1)C(=O)C2 (stereo not given),-1%,13
COCCN1C(=O)/C(=C2/C(=O)N(CC(=O)Nc3ccccc3Cl)c3ccccc32)SC1=S,16%,8
Oc1ccc(N=Nc2ccc3c(c2)OCCO3)c2ncccc12,?,nt
Cc1nnc(SCCCn2c(N3CCN(c4ccccc4)CC3)nc3c2c(=O)[nH]c(=O)n3C)s1,-2%,-7
CC(C)[C@H](NC(=O)N1CCn2c1nc1ccccc12)C(=O)N[C@@H](C(=O)O)c1ccccc1,?,nt
CC(C)CN(CCNC(=O)CN1C(=O)COc2ccc(S(=O)(=O)N3CCC(C)CC3)cc21)CC(C)C,?,nt
CC(C)C1NC2(C(=O)c3ccccc3C2=O)C2C(=O)N(c3ccc(F)cc3)C(=O)C12 (stereo not given),?,nt
CCn1cc(C(=O)NCCc2ccccc2)c(=O)c2cc(S(=O)(=O)N3CCCC3)ccc21,-17%,-11
CC(C)OCCCNC(=O)C1CC(=O)N(CCc2ccccc2)C1 (stereo not given),4%,-1
COc1cccc2nc3cc(C)c(C)cc3nc12,-2%,12
COc1ccc(/C=N/NC(=O)c2ccc(N(C)S(=O)(=O)c3ccccc3)cc2)c(OC)c1,-5%,-1
CCOC(=O)c1ccc(-n2c(CN3CCC(O)CC3)nc3ccc([N+](=O)[O-])cc3c2=O)cc1,?,nt
COC(=O)CC1C(=O)NCCN1C(=O)c1ccc(S(=O)(=O)N2CCOCC2)cc1 (stereo not given),?,nt
Cc1ccc2[nH]c(=O)c(CN(Cc3cccs3)Cc3nnnn3Cc3ccccc3)cc2c1,?,nt
Cc1sc(NC(=O)CS(=O)(=O)c2ccccc2)c(C#N)c1C,-6%,nt
Cc1ccc2cc3c(N)[nH]nc3nc2c1,15%,10
# Further results follow:
SMILES,Lipid storage S3,Lipid storage S3 cell count max
CCN1C(=O)C(CC(=O)Nc2ccc(Cl)cc2)N(NC(=O)c2ccncc2)C1=S (stereo not given),-1%,15
Cc1ccc(CNC(=O)C2CCN(S(=O)(=O)c3cnc[nH]3)CC2)cc1,?,nt
Cc1ccc(S(=O)(=O)N2CCCCC2)cc1NC(=O)CN1C(=O)CN(C)C1=O,-12%,14
O=C(Nc1nnc(-c2ccco2)o1)C1CCCCC1,9%[9.22 µM],7
CCCCn1c(-c2ccc(OC)cc2)nc2c(=O)n(C)c(=O)[nH]c21,4%,12
COc1cccc(NC(=O)N2CCN(c3nc(-c4cccc(OC)c4)cs3)CC2)c1,-11%,-6
C/C(=N\NC(=O)c1nc2ccccn2c1C)c1cccc([N+](=O)[O-])c1,?,nt
O=C(NCC1OCCCN1S(=O)(=O)c1cc(F)ccc1F)C(=O)NC1CCCC1 (stereo not given),?,nt
CCC(=O)N1CC2(c3ccccc3)CN(C(=O)CC)CC(c3ccccc3)(C1)C2=O,?,nt
O=C(/C=C/c1ccc([N+](=O)[O-])cc1)Nc1ncc([N+](=O)[O-])s1,?,nt
CCNC(=S)N1CCCCC1CO (stereo not given),3%,23
O=C(COC(=O)Cc1cccs1)NCC(=O)Nc1ccc(F)cc1,-17%,-10
CC(=O)N1CCCc2cc(S(=O)(=O)N3CCCC(C(=O)NCc4ccc(Cl)cc4)C3)ccc21 (stereo not given),-12%,-22
O=C(CCc1nnc(COc2ccccc2)o1)NCc1ccccc1,1%,-8
COCc1cc(C)nc(N/N=C/c2ccc(-c3ccc(C(=O)O)c(Cl)c3)o2)c1C#N,?,nt
CCCc1ccc(OCC(=O)NNC(=S)NC(=O)c2ccco2)cc1,?,nt
Cc1ccc(NC(=O)N(C2CCCCC2)C(C)c2cccnc2)cc1C (stereo not given),?,nt
Cc1nnc2n(Cc3ccccc3)c(=O)c3c4c(sc3n12)CN(Cc1ccccc1)CC4,?,nt

# Complete entries, quoted from the list. Order of values: Lipid storage S3 | Lipid storage S3 cell count max
# Listed for `N/C(=N\OC(=O)Nc1ccc(Cl)cc1)c1ncc(C(F)(F)F)cc1Cl` = ? | nt
# Listed for `Cc1[nH]n(-c2ccccc2)c(=S)c1C=Nc1cccc([N+](=O)[O-])c1` = ? | nt
# Listed for `Cc1ccc(CNC(=O)C2CCN(S(=O)(=O)c3cnc[nH]3)CC2)cc1` = ? | nt
# Listed for `CC(C)CN(CCNC(=O)CN1C(=O)COc2ccc(S(=O)(=O)N3CCC(C)CC3)cc21)CC(C)C` = ? | nt
# Listed for `Cc1sc2nc(CN3CCOCC3)nc(NS(=O)(=O)c3ccccc3)c2c1C` = ? | nt
